NOD2 inhibition = NOD2 signaling inhibitors, cell-based, luminescence, uHTS, HEK293 (AID 1566); inhibition, % at 4 µM; hits with a dose series show EC50 in µM; hit rate 0.63% among 290,000; HEK293 NOD2/NF-kB luciferase reporter, luminescence; higher % means a stronger effect; further: many of its hits are not listed in these tables
AID2073 = disruptors of CaV2.2 binding to Mint1 – biochemical, HTRF (AID 2073); HTRF protein-protein interaction, Mint1-CaV2.2; higher % means a stronger effect; one-dose inhibition, % at 20 µM; IC50 in µM for titrated hits; hit rate 0.19% among 290,000; in the data active means inhibition mostly above about 51%, no sharp cut-off; inconclusive means no clear call, values can overlap the other calls; inactive means mostly below about 53%; further: some results filed as inactive read as strong as hits
Dengue-2 NS5 capping = flavivirus cap methylation enzyme inhibition – biochemical, confirmation dose response, primary screen (AID 588689); Dengue-2 NS5 methyltransferase capping enzyme assay, biochemical; higher % means a stronger effect; inhibition, % at 25 µM, or IC50 in µM where a hit was titrated; hit rate 0.3% among 340,000; in the data active means a potency from the dose series; inconclusive means inhibition above about 29% without an active follow-up result
SIAH1 antagonists = Siah-1 peptide-binding antagonists, primary screen, biochemical, fluorescence polarization, rhodamine-plectin, uHTS (AID 1817) | Siah-1 / rhodamine-plectin peptide fluorescence polarization; higher % means a stronger effect | one-dose displacement, % at 20 µM; IC50 in µM for titrated hits | hit rate 0.02% among 290,000;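 active means displacement of at least 50% at 20 µM, with a fluorescence ratio check between 0.3 and a set limit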;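 further: plate controls were Siah plus tracer with DMSO for no effect and tracer alone without Siah for full effect; strong numbers were not always called active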
XIAP displacement = small molecules displacing peptide from XIAP – biochemical, IAP family, fluorescence polarization (AID 1018) | XIAP BIR domain, fluorescence polarization peptide displacement; higher % means a stronger effect | hit rate 0.007% among 200,000 | displacement, % at 20 µM; hits with a dose series show IC50 in µM; in the data active means displacement above about 50%; further: a part of the inactive calls stands beside numbers as strong as those of hits
HIV fusion peptide = cell-free HIV fusion peptide-binding blockers – biochemical, uHTS, fluorescence dequenching, primary screen (AID 1986); cell-free peptide binding, fluorescence dequenching, 30 min; higher % means a stronger effect; one-dose inhibition, % at 20 µM; IC50 in µM for titrated hits; hit rate 0.3% among 290,000; in the data active means inhibition mostly above about 52%, no sharp cut-off; inactive means mostly below about 76%; further: some results filed as inactive read as strong as hits
Myeloid diff 2 = promotes myeloid progenitor differentiation. ER-HoxA9 myeloid progenitors, lysozyme-GFP differentiation, flow cytometry. calls only at 10 µM. hit rate 1% among 360,000;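 active means normalized GFP-positive differentiation at or above the plate's own cutoff, the solvent-only control mean plus 3 SD; inconclusive means no clear call, values can overlap the other calls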;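 further: cells exposed to compound for four days before flow analysis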
Hep lipid drop = modulators of hepatic lipid droplet formation | AML12 mouse hepatocytes, oleate lipid droplets, BODIPY imaging | inhibition, % at 6.5 µM | hit rate 0.4% among 240,000 | AID 1656;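 active means lipid droplet intensity inhibited by at least 50%, with more than 500 cells counted; inconclusive means wells with under 300 cells, treated as cytotoxic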
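System: AML12 hepatocytes (mouse). Probe or stimulus: oleic acid at 100 µM to induce lipid droplet formation. Times: overnight treatment with compound plus oleate. Detection: Image-based BODIPY and DAPI two-channel analysis. Evaluation: percent inhibition of filter-corrected integrated lipid droplet intensity per well.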
LYP phosphatase = inhibitors of LYP phosphatase, biochemical, fluorescence intensity, uHTS (AID 1779); recombinant LYP phosphatase, fluorescence intensity; higher % means a stronger effect; one-dose inhibition, % at 11.5 µM; IC50 in µM for titrated hits; hit rate 0.054% among 290,000;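 further: plate controls were vehicle with enzyme for no effect and no enzyme for full effect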
Hep lipid drop cells 6.5 µM = further read-out of Hep lipid drop, marked with its call; cell count; measured here: cell count, cytotoxicity flag;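 cells counted across two imaged fields per well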
Myeloid diff 2 GFP+ MAC1+ % = further read-out of Myeloid diff 2, marked with its call; GFP+ MAC1+ double positive, %; measured here: differentiation confirmed by MAC1 staining
* hit, by the source's call; i = inactive; ? = inconclusive; / = no result given; + = active, no number. Unless noted, no stated cut-off is given here; in the data, active means inhibition above about 50%; inactive means the rest.

SMILES	NOD2 inhibition	AID2073	Dengue-2 NS5 capping	SIAH1 antagonists	XIAP displacement	HIV fusion peptide	Myeloid diff 2	Myeloid diff 2 GFP+ MAC1+ %	Hep lipid drop	Hep lipid drop cells 6.5 µM	LYP phosphatase
CN(CCc1ccccn1)S(=O)(=O)c1ccc(F)cc1	5%	2%	-2%	5%	-8.1%	0.4%	i	0.5	/	/	-2%
Cc1ccccc1NC(=S)N(CCN(C)C)C(C)c1cccnc1 (centres undefined)	6%	0%	1%	4%	-1.8%	0.1%	i	0.8	-4	719	-7%
Cc1c(OC(C)C(=O)NCCN2CCOCC2)ccc2c3c(c(=O)oc12)CCC3 (centres undefined)	-14%	13%	-1%	-4%	/	-1.3%	i	1.9	-1	772	-7%
O=C(COC(=O)CCCSc1nc2ccccc2[nH]1)NC(=O)NC1CCCC1	-8%	2%	-12%	4%	-2.1%	0.1%	i	1.2	/	/	7%
COc1ccc(N2CCCn3c2nc2c3c(=O)n(Cc3ccc(C)cc3)c(=O)n2C)c(OC)c1	4%	-2%	-6%	0%	-2.7%	-1.8%	i	0.5	6	722	0%
CC1CC(C)(C)N(C(=O)CN2CCN(C)CC2)c2ccccc21 (centres undefined)	12%	6%	-2%	4%	/	0.5%	i	0.1	-10	776	-10%
Fc1cccc(NC(=S)NCCN2CCOCC2)c1	-4%	-17%	1%	-4%	-11%	-1.6%	i	1.3	5	657	-4%
O=C(NCCc1ccc(Cl)cc1)C1CCCN(c2ncnc3c2nc2n3CCCCC2)C1 (centres undefined)	25%	4%	1%	-6%	/	-0.4%	i	3.5	-16	676	-13%
CN(C(=O)c1ccc(NC(=O)c2ccco2)cc1)c1ccccc1	-7%	0%	3%	2%	/	-0.5%	i	1.1	1	837	-10%
Cc1ccccc1COc1ccc(-c2nnn(CC(=O)O)n2)cc1	15%	9%	-12%	1%	/	6.1%	i	0.4	-3	739	-9%
COc1ccccc1C(=O)C(O)c1ccccc1OC (centres undefined)	-1%	6%	3%	-1%	-3.6%	-1.4%	i	0.4	-13	686	2%
CC1CCCCN1CC(=O)Nc1ccc(Oc2ccccc2)cc1 (centres undefined)	3%	-2%	8%	3%	-2.4%	0.7%	i	1.5	14	792	-8%

Results in SIAH1 antagonists, for some of the entries so far:
SMILES	SIAH1 antagonists
CN(C(=O)c1ccc(NC(=O)c2ccco2)cc1)c1ccccc1	2%
Cc1ccccc1COc1ccc(-c2nnn(CC(=O)O)n2)cc1	1%
COc1ccccc1C(=O)C(O)c1ccccc1OC (centres undefined)	-1%

Following part.
SMILES	NOD2 inhibition	AID2073	Dengue-2 NS5 capping	SIAH1 antagonists	XIAP displacement	HIV fusion peptide	Myeloid diff 2	Myeloid diff 2 GFP+ MAC1+ %	Hep lipid drop	Hep lipid drop cells 6.5 µM	LYP phosphatase
Cc1ccc(C)c(NC(=O)C2C3C=CC(O3)C2C(=O)O)c1 (centres undefined)	-3%	2%	1%	2%	/	1.4%	i	0.2	3	839	-2%
CC(=O)c1cn(CC(=O)NCC2CCCO2)c2ccccc12 (centres undefined)	-2%	2%	0%	2%	0.2%	0.2%	i	0.6	1	709	-7%
Cc1nc(NC(=O)/C=C/c2ccccc2)sc1C(=O)N(C)C	-19%	5%	5%	1%	-5.0%	-0.5%	i	0.6	26	714	-4%
COc1ccc(CCC(=O)NCc2ccccc2OC)cc1	-7%	2%	-1%	-1%	/	0.6%	i	0.8	/	/	-10%
CSc1sc(C(=O)NCC2CC2)cc1S(=O)(=O)C(C)C	20%	11%	-2%	3%	/	-0.8%	i	0.8	33	655	-7%
COC(=O)c1sccc1NC(=O)CN(C)NS(=O)(=O)c1ccc(F)cc1	15%	-1%	-10%	-3%	-6.3%	-2.7%	i	0.5	/	/	-2%
Cc1cccc(N2CCN(C(=O)c3ccc(CS(=O)Cc4ccc(Cl)cc4)o3)CC2)c1C (centres undefined)	26%	0%	-5%	2%	/	1.3%	i	0.5	-30	669	-8%
CC(=O)n1nc(-c2ccc(C)cc2)nc1NCc1ccc(F)cc1	-47%	-5%	-1%	3%	-3.0%	0.5%	i	0.6	-2	687	-4%
CC(=O)c1ccc(N2CCN(C(=O)C3CCCN(c4ncnc5c4nc4n5CCCCC4)C3)CC2)cc1 (centres undefined)	31%	2%	3%	2%	/	-1.3%	?	/	-6	733	-4%
CC1CC(C)CN(c2nc(N(C)c3ccccc3)nc(N)c2[N+](=O)[O-])C1 (centres undefined)	-10%	2%	-9%	9%	/	1.8%	i	0.7	22	735	-2%
COc1ccc(CN(C)C(=O)c2ccncc2)c(OC)c1	-3%	-1%	0%	-4%	/	0.4%	i	0.8	0	557	-8%
Cn1c(=O)[nH]c(=O)c2c1nc(Br)n2Cc1ccccc1F	4%	9%	3%	-6%	-2.3%	-2.1%	i	0.5	/	/	-10%
COc1cccc(CN2CCNC(=O)C2CC(=O)NCCCn2ccnc2)c1 (centres undefined)	-8%	1%	-7%	-5%	/	-1.2%	i	0.2	1	727	-4%
NC1=NC(=Nc2ccc(Br)cc2)c2ccccc21	11%	-2%	1%	4%	-4.2%	1.9%	i	0.5	1	630	-4%
Oc1c(Br)cc(Cl)cc1C=Nc1ccc(N2CCOCC2)cc1	27%	0%	/	3%	-5.0%	7.0%	i	0.3	10	739	-5%
O=C1N/C(=N/N=C/c2ccco2)SC1Cc1ccccc1 (centres undefined)	-20%	-1%	3%	-2%	-4.0%	0.4%	i	0.4	-7	673	7%
O=C(CCCc1ccccc1)Nc1ccccc1[N+](=O)[O-]	-36%	3%	1%	5%	/	0.4%	i	0.6	/	/	-8%
Cc1noc(C)c1COc1ccc(C(=O)OCC(=O)N2CC(=O)Nc3ccccc32)cc1	-2%	-6%	-3%	-3%	1.6%	-1.9%	i	14	/	/	-8%
CC(C)(C)CN1CCC(n2nccc2NC(=O)c2ccccc2Cl)CC1	7%	13%	-5%	4%	/	4.8%	i	0.9	4	849	-8%
NS(=O)(=O)c1cccc(NC(=O)CN2CCCc3ccccc32)c1	-4%	28%	-2%	4%	-4.2%	5.2%	i	0.3	-8	673	-8%
CCN(CC)S(=O)(=O)c1ccc(C)c(NC(=S)NNC(=O)C2CC2)c1	17%	-23%	-8%	-3%	-0.5%	-2.6%	i	0.2	13	596	-9%
O=C(CNS(=O)(=O)c1ccc(Br)cc1)Nc1ccc2c(c1)OCCO2	6%	8%	4%	0%	/	-1.9%	i	3.1	-2	786	-9%
CCCn1c(SCC(=O)Nc2ccc(NC(=O)CC)cc2)nc2c1c(=O)n(C)c(=O)n2C	-18%	4%	-3%	-4%	/	-1.1%	i	0.8	-13	798	-10%
CN=C1c2cc3c(Br)c(OC)ccc3n2CCN1C	-2%	21%	3%	1%	-3.1%	0.9%	i	7.6	/	/	0%
Cc1cc(-c2nnnn2-c2ccc(C(F)(F)F)cc2)no1	12%	11%	-7%	6%	/	-1.0%	i	0.6	-8	705	-4%
CC(=O)c1ccc(NC(=O)CNC2CCCCC2)cc1	-56%	6%	-1%	-3%	/	-1.0%	i	0.4	-1	410	-4%
Cc1[nH]c2ccccc2c1/C=N/Nc1nc(Nc2ccccc2)nc(N2CCOCC2)n1	-142%	8%	-3%	-4%	-2.4%	-1.0%	+	1.2*	/	/	5%
Nc1ncnc2c1ncn2CCOc1ccccc1	3%	0%	0%	2%	0.6%	-1.1%	i	1.1	-25	767	-3%
Cc1cccc(C(=O)NCc2ccco2)c1	-4%	10%	2%	-3%	/	5.8%	i	1.7	-6	777	-6%
O=C(NCCc1ccccc1)C1CCN(c2ncccn2)CC1	-3%	18%	-3%	0%	-9.2%	0.8%	i	0.3	-25	654	2%
CC1=C(C(N)=O)C(c2ccccn2)n2nc(SCc3ccccc3)nc2N1 (centres undefined)	6%	-1%	0%	-2%	-1.4%	4.4%	i	0.6	0	763	-1%
Cc1ccc2[nH]cc(C(=O)CN3CCN(C)CC3)c2c1	-2%	2%	-1%	0%	-1.3%	1.4%	i	5.8	/	/	5%
Cc1ccc(O)c(C(=O)c2cc(C#N)c(=O)n(CC3CCCO3)c2)c1 (centres undefined)	9%	5%	3%	1%	-7.0%	1.0%	i	0.9	-2	664	2%
CSc1ncccc1C(=O)OCC(=O)Nc1ccc2c(c1)OCO2	-16%	9%	2%	-12%	-5.9%	-1.6%	i	0.6	-18	669	-2%
Nc1nc(-c2ccccc2)nn1C(=O)Cc1ccccc1	5%	3%	4%	2%	-3.5%	-0.1%	i	0.8	4	767	4%
Cc1ccccc1N(CC(=O)N/N=C/c1cc(C)n(-c2ccccc2C)c1C)S(C)(=O)=O	-18%	-1%	-11%	-8%	-5.4%	-2.3%	i	0.4	-2	802	0%
CC(C)CCn1c(O)c(N=NC(=O)c2ccco2)c2ccccc21	27%	42%	6%	-5%	-1.9%	-2.3%	i	0.0	31	601	-5%
COC(=O)c1ccccc1NC(=S)N(Cc1ccc2c(c1)OCO2)Cc1cc2cc(OC)ccc2[nH]c1=O	5%	16%	-2%	-5%	-4.5%	-0.7%	i	1.0	0	680	6%
CCOc1cc(/C=C/c2cc(C(=O)O)c3ccccc3n2)ccc1OC	-28%	20%	-2%	4%	-5.1%	37%	i	0.4	-13	667	0%
Cc1onc(-c2ccccc2)c1C(=O)Nc1ccc(N2CCOCC2)cc1	-11%	9%	-7%	-1%	-14%	0.0%	i	0.7	-11	781	-1%
CCOc1ccc(N2C(=O)/C(=C/c3ccccc3OCC(=O)OC)N(CC(=O)OC)C2=S)cc1	10%	-13%	-6%	1%	-6.2%	-2.9%	i	0.1	8	682	2%
Nc1ccccc1Sc1ccc(C(F)(F)F)cc1[N+](=O)[O-]	16%	-3%	2%	8%	/	0.5%	i	0.6	-51	659	-4%
COc1ccccc1NC(=O)CN1CCN(CC(=O)Nc2ccccc2Cl)CC1	6%	7%	-7%	0%	/	1.5%	i	0.8	-9	781	-10%
CC1CCN(S(=O)(=O)c2ccc(NC(=O)C3CC(=O)N(c4ccccc4)C3)cc2)CC1 (centres undefined)	-2%	6%	-13%	-4%	/	4.1%	i	0.7	-3	790	-8%
O=C(N/N=C/c1ccc2c(c1)OCO2)c1sc2cc(Cl)ccc2c1Cl	-26%	28%	6%	6%	-4.0%	-2.5%	i	0.5	-31	552	-3%
COc1cc2c(=O)n(Cc3ccccc3)c(=O)n(CC(=O)C(C)(C)C)c2cc1OC	-4%	11%	/	-1%	/	1.6%	/	/	-24	751	3%

Compound activity: PubChem BioAssay, several laboratories

This is a subset (hit frequency here may not be typical).
